# From PubChem BioAssay
# PriA SSB inh = inhibitors of Klebsiella pneumoniae PriA binding to SSB C-terminal tail | 430,000 tested, 0.6% active | AlphaScreen SSBct-PriA binding, biotinylated peptide | inhibition, % at 33 µM; in the data active means inhibition mostly above about 37%, no sharp cut-off; inactive means mostly below about 20%;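 further: plate controls were negative control peptide for no effect and reference peptide for full effect; strong numbers were not always called active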
# TcdB inh = inhibitors of Clostridioides difficile toxin B glycohydrolase; P18177; TcdB glycohydrolase enzymatic assay, plate reader; inhibition, % at 9.99 µM; 350,000 tested, 0.24% active; in the data active means inhibition above about 10%
# Y pestis TopoI = blocks Yersinia pestis topoisomerase I activity; Y. pestis Topo-I cleavage product accumulation, plate reader; activity, % at 10 µM; 360,000 tested, 0.064% active; in the data active means activity above about 50%, passing the limit was not always enough; inconclusive means no clear call, values can overlap the other calls; further: inactives centre near 2
# PfHsp40 yeast = restores yeast growth despite PfHsp40 toxicity; S. cerevisiae expressing PfHsp40, growth rescue, ATP luminescence; growth rescue, % at 12.5 µM; 340,000 tested, 0.68% active; AID 504582; in the data active means growth rescue above about 28%, passing the limit was not always enough; inconclusive means no clear call, values can overlap the other calls;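 further: yeast W303a lacking pdr1 and pdr3 grown in galactose medium; growth measured after three days at 30 °C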
# VHR inh abs = DUSP3 (human) phosphatase inhibition; recombinant VHR phosphatase, pNPP absorbance; inhibition, % at 13.3 µM; P51452; 290,000 tested, 0.52% active; AID 1654; in the data active means inhibition above about 50%; further: some compounds called inactive have numbers as strong as hits
# Target sequence (P51452 whole entry, looked up): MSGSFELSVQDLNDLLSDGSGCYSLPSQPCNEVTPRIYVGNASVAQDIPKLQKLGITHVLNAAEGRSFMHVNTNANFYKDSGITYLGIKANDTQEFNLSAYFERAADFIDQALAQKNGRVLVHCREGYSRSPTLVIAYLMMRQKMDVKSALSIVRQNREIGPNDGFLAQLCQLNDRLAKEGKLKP
# Anthrax LF inh2 = inhibitors of Bacillus anthracis lethal factor protease; multiplex microsphere protease cleavage assay, LF; inhibition, % at 10 µM; 360,000 tested, 0.12% active; AID 588501; further: plate controls were buffer without enzyme for full effect and enzyme alone for no effect
# Target sequence (P15917 whole entry, looked up): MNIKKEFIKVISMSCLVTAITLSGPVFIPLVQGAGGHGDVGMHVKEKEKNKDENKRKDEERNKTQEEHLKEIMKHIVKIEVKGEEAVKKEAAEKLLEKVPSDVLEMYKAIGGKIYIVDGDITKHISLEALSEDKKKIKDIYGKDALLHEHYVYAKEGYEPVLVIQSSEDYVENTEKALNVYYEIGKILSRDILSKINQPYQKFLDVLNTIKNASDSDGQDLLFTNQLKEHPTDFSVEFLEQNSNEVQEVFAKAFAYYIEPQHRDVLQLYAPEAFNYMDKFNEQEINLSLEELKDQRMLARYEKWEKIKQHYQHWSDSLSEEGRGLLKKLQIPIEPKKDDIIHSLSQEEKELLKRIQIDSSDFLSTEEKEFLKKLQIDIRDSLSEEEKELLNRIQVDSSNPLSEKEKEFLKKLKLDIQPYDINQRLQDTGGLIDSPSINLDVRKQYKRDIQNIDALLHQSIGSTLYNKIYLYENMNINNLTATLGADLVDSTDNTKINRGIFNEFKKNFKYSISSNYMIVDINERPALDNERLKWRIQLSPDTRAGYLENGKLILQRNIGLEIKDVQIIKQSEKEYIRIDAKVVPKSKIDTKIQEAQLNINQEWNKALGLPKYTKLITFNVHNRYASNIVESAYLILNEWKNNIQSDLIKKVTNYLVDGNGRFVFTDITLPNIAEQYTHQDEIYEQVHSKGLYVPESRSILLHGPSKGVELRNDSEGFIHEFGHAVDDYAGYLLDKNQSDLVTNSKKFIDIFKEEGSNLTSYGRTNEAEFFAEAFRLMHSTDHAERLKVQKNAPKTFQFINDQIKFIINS
# BH1578 lux ind = induces V. cholerae light production without autoinducers; V. cholerae BH1578 lux reporter, luminescence, 6 h; AID 588436; 350,000 tested, 0.16% active; activation, % at 18.7 µM; in the data active means activation mostly above about 9.7%, no sharp cut-off; inconclusive means no clear call, values can overlap the other calls; inactive means mostly below about 3.7%; further: not every result past the cut was called active; inactives centre near 0; reference of the scale not given here
# SARS 3CLpro inh = SARS-CoV 3CLpro protease inhibition. P0C6X7. AID 1706. inhibition, % at 6 µM. recombinant SARS-CoV 3CLpro, quenched FRET peptide cleavage. 290,000 tested, 0.14% active; in the data active means inhibition above about 12%
# CCHF vOTU inh = blocks the CCHF virus ovarian tumor domain protease. CCHFV vOTU protease, Pep-AMC fluorescence. inhibition, % at 11.5 µM. 370,000 tested, 0.55% active; in the data active means inhibition above about 30%; further: 0% = vehicle wells with enzyme and 100% = no enzyme wells
# BoNT A protease = blocks Botulinum neurotoxin A light chain protease; multiplex microsphere protease substrate cleavage, flow cytometry; inhibition, % at 10 µM; 360,000 tested, 0.17% active; AID 588499; further: plate controls were buffer without enzyme for full effect and enzyme alone for no effect
# * marks the source's active call; other numbers are inactive results; i = inactive; ? = inconclusive; . = no result given. Unless noted, no stated cut-off is given here; in the data, active means inhibition above about 30%; inconclusive means no clear call, values can overlap the other calls; inactive means below that.
SMILES,PriA SSB inh,TcdB inh,Y pestis TopoI,PfHsp40 yeast,VHR inh abs,Anthrax LF inh2,BH1578 lux ind,SARS 3CLpro inh,CCHF vOTU inh,BoNT A protease
O=C(NC1=NCCS1)c1ccc(F)c(S(=O)(=O)N2CCOCC2)c1,-6.0,1.3,-8.4,0.7,.,2.9,0.5,.,-7.3,0.2
Nc1cccc(S(=O)(=O)NC2=NCCC2)c1,-14.0,.,1.0,0.3,14.8,-12.9,-0.9,4.1,8.6,-1.7
O=C(c1ccc(=O)[nH]c1)N1CCCc2ccccc21,-0.5,1.2,6.3,0.4,.,-11.9,-1.2,7.6,-9.2,-1.3
Cc1cc(C)c2nc(N3CCCC(C(=O)NC4CCCC4)C3)sc2c1 (stereo not drawn),-5.0,2.0,14.2,0.3,17.8,-2.6,i,-0.6,-2.5,0.3
O=C1c2ccsc2SCCN1Cc1ccccc1,-11.9,3.2,6.3,0.0,24.8,-5.8,-0.2,-4.0,3.2,-0.5
Cc1ccc(NC(=S)NC(NC(=O)C(C)(C)C)C(Cl)(Cl)Cl)c(C)c1 (stereo not drawn),-9.9,.,8.8,0.8,27.3,1.8,i,4.7,-5.9,-1.2
O=C(OCC(=O)N1CCN(C(=O)c2ccco2)CC1)c1ccc(Cl)cc1,3.2,0.2,2.2,-1.6,.,.,i,.,-6.6,.
CC1(C)C(Cl)C(=O)C(C(=O)c2ccccc2)C(=O)C1Cl (stereo not drawn),-2.0,-6.7,-6.6,0.0,5.2,-3.3,-1.2,-6.3,9.8,-1.1
Cc1cccc([N+](=O)[O-])c1NC(=O)COC(=O)C1CC2CCCC(C1)C2=O (stereo not drawn),-6.4,4.5,2.4,-0.1,.,3.2,-2.8,.,1.5,4.8
CCCCN1C(=O)C(=O)N(CC(=O)Nc2cc(Cl)ccc2OC)C1=O,-9.3,0.6,-12.0,0.1,.,-7.3,-2.1,.,5.1,-0.5
CCOc1ccc(NC(=O)C2CC(=O)N(CCc3ccc(OC)c(OC)c3)C2)cc1OCC (stereo not drawn),-1.3,0.5,1.0,-2.8,.,-11.7,0.4,.,6.8,0.5
CC1CN(C2CC(C)(C)NC(C)(C)C2)CCC1=O (stereo not drawn),-19.8,.,1.6,-1.3,32.2,0.7,i,0.5,17.1,-0.4
Cc1ccccc1NC(=O)Nc1nc(C(N)Cc2ccccc2)cs1 (stereo not drawn),.,0.5,4.5,.,.,-1.3,-1.1,.,1.5,-0.1
CCN(CC)c1cccc(OCC(=O)N2c3ccccc3CC2C)c1 (stereo not drawn),28.1,2.4,22.8,-0.5,.,-2.7,i,.,2.1,-0.5
COc1ccc(C(=O)Nc2ccc(OCC(=O)N3CCOCC3)cc2)c(OC)c1OC,-2.1,0.9,0.2,0.3,56.7*,?,-0.1,-2.4,7.5,-3.2
COc1cccc(C(=O)NCC(=O)OCC(=O)c2ccccc2)c1,-11.3,.,3.0,-1.8,8.2,0.5,i,-4.0,-10.4,0.2
COc1cc(NC(=O)CCCOc2ccc(Cl)cc2Cl)c(C(=O)O)cc1OC,-4.1,-0.9,5.5,1.4,11.6,2.4,-0.4,7.2,4.9,-0.3
CN(C)c1ccc(Cl)c(NC(N)=S)c1,.,27.3*,-6.4,.,.,-1.4,-0.4,.,15.7,-1.1
CNCC(O)c1ccc(O)cc1 (stereo not drawn),-6.3,-0.2,-2.7,.,-18.4,-3.9,-0.4,-1.4,-0.1,0.0
C=CCOC(=O)N1CCC2CC1c1cc(-c3cccc(C)c3)ccc12 (stereo not drawn),-8.8,1.1,35.5,0.3,.,-9.1,-0.5,.,5.0,-0.1
COc1cccc(-c2nc(CS(=O)(=O)CC(=O)NC3CCCc4ccccc43)c(C)o2)c1 (stereo not drawn),-16.8,0.1,-1.0,-1.5,-1.8,5.1,-1.2,0.4,4.2,-0.7
COC(=O)[C@@]1(C(C)C)N=C(c2cc(OC)c(OC)c(OC)c2)[C@]2(O1)C(=O)Nc1ccccc12,.,2.1,.,.,.,3.4,.,.,8.7,-0.5
Cc1ccc(SCC(=O)Nc2ccc(-c3nnc(-c4ccco4)o3)cc2)cc1,-2.6,.,6.9,0.7,39.5,1.5,i,-0.5,-9.9,-0.2
CCN1CC2([N+](=O)[O-])CC=C(Cl)C([N+](=O)[O-])(C1)C2 (stereo not drawn),-10.2,-0.8,-2.9,-1.0,29.8,0.5,-0.2,2.3,-15.6,1.1
Cc1ccc(C(=O)OCC(=O)Nc2c(C)nn(-c3ccccc3)c2C)c(O)c1,.,-0.1,-7.1,.,.,-0.4,-0.3,.,-2.1,1.3
Cc1nc2ccc(NC(=O)c3ccc(=O)[nH]c3)cc2s1,-1.1,1.0,-1.8,2.3,6.9,1.3,-0.2,6.4,8.3,-0.8
COc1ccc(N2C(=O)/C(=C/c3ccc(N(C)C)o3)C(=O)NC2=S)cc1,-12.6,1.0,-3.6,-0.6,34.4,0.1,i,-1.4,28.1,0.1
O=c1[nH]c2ccccc2nc1/C=C(\O)c1cccs1,.,.,-1.5,-0.2,11.1,1.1,-0.5,2.1,15.0,3.6
C/C(CC(=O)Nc1cccc(F)c1)=N\NC(=O)c1ccncc1,.,0.5,-9.8,?,5.3,0.8,i,3.7,1.6,2.9
CC(C)(C)C(=O)COc1ccccc1[N+](=O)[O-],-6.8,1.8,14.4,-0.6,21.6,0.7,i,6.9,-0.8,-0.2

# For convenience, part of the list above:
SMILES,PriA SSB inh,TcdB inh,Y pestis TopoI,PfHsp40 yeast,VHR inh abs,Anthrax LF inh2,BH1578 lux ind,SARS 3CLpro inh,CCHF vOTU inh,BoNT A protease
Cc1ccc(NC(=S)NC(NC(=O)C(C)(C)C)C(Cl)(Cl)Cl)c(C)c1 (stereo not drawn),-9.9,.,8.8,0.8,27.3,1.8,i,4.7,-5.9,-1.2
O=C(OCC(=O)N1CCN(C(=O)c2ccco2)CC1)c1ccc(Cl)cc1,3.2,0.2,2.2,-1.6,.,.,i,.,-6.6,.
CC1(C)C(Cl)C(=O)C(C(=O)c2ccccc2)C(=O)C1Cl (stereo not drawn),-2.0,-6.7,-6.6,0.0,5.2,-3.3,-1.2,-6.3,9.8,-1.1
Cc1cccc([N+](=O)[O-])c1NC(=O)COC(=O)C1CC2CCCC(C1)C2=O (stereo not drawn),-6.4,4.5,2.4,-0.1,.,3.2,-2.8,.,1.5,4.8
CCCCN1C(=O)C(=O)N(CC(=O)Nc2cc(Cl)ccc2OC)C1=O,-9.3,0.6,-12.0,0.1,.,-7.3,-2.1,.,5.1,-0.5
CCOc1ccc(NC(=O)C2CC(=O)N(CCc3ccc(OC)c(OC)c3)C2)cc1OCC (stereo not drawn),-1.3,0.5,1.0,-2.8,.,-11.7,0.4,.,6.8,0.5

# Next part:
SMILES,PriA SSB inh,TcdB inh,Y pestis TopoI,PfHsp40 yeast,VHR inh abs,Anthrax LF inh2,BH1578 lux ind,SARS 3CLpro inh,CCHF vOTU inh,BoNT A protease
COc1cccc(CC(=O)NCCCSc2ccccc2)c1,-9.5,0.8,18.1,-0.8,36.6,-0.8,i,1.8,17.3,-0.6
Cc1csc(NC(=O)CSc2nsc(SCC(=O)Nc3nc(C)cs3)c2C#N)n1,12.6,.,-6.6,0.8,14.3,-9.1,-1.0,-2.1,-15.0,?
COc1ccccc1OCCn1c(SCC(=O)O)nc2ccccc21,-4.0,2.3,-4.6,-1.2,6.5,-18.4,-0.8,-1.6,10.7,-0.5
Cc1ccc(CCN2C(Nc3ccccc3)=NC[C@@H]2C)cc1,-23.3,-0.9,7.5,-0.5,.,-5.0,-0.3,.,-3.6,-1.0
CC(=O)c1ccc(NC(=O)C(C)Sc2n[nH]c(-c3cccnc3)n2)cc1 (stereo not drawn),9.5,0.1,3.4,0.2,17.1,-1.3,i,5.6,5.1,-3.0
Cc1ccc(C2C(C(=O)c3ccco3)=C(O)C(=O)N2c2nnc(C)s2)cc1 (stereo not drawn),-6.6,.,0.9,-0.8,28.7,-2.1,-0.3,2.2,1.5,-0.2
O=C(COc1ccc(Cl)cc1Cl)Nc1ccccc1F,-5.0,-0.1,8.7,2.1,.,-3.6,i,.,-5.8,1.3
CC(=O)N1CCc2cc(S(=O)(=O)NC(CC(C)C)C(=O)N3CCc4ccccc4C3)ccc21 (stereo not drawn),-8.9,.,19.1,-0.7,7.6,-3.3,-0.4,0.0,-5.8,0.1
CC(C)N=C(NC(C)C)N1CC1,.,-0.3,-0.2,.,.,-5.0,1.1,.,2.2,-0.1
CN(C)/N=C/c1c(O)ccc2ccccc12,.,.,-2.3,0.3,-2.0,-2.7,i,0.1,20.1,0.4
OC[C@@H]1CN(Cc2ccc(-c3ccccc3)cc2)C[C@H](n2cnc3c(NC4CC4)ncnc32)O1,.,0.7,23.3,.,.,2.3,0.1,.,-11.4,0.5
COc1ccc(Nc2nc(-c3ccccc3)nc3ccccc23)cc1S(=O)(=O)N1CCOCC1,-7.5,1.2,-7.6,0.4,28.5,-5.5,4.2,-1.9,-3.3,0.7
COc1ccc(N2C(=O)CCC(C(=O)O)C2c2ccc(F)cc2)cc1 (stereo not drawn),-9.1,.,9.6,0.0,-1.0,-0.3,i,-5.5,-2.4,0.6
COc1cc(N=Nc2ccc(Br)cc2)cc(C=O)c1O,.,0.8,0.7,.,.,-7.4,-0.7,.,-5.7,-0.7
Cc1[nH]c(C)c(S(=O)(=O)NCCc2ccccc2)c1C(=O)N1CCCC1,-2.3,3.3,-2.6,0.9,7.3,-4.9,i,-0.2,5.4,-1.9
CCN(C(=O)CN1CCN(c2cccc(Cl)c2)CC1)c1c(N)n(Cc2ccccc2)c(=O)[nH]c1=O,2.8,7.8,9.6,-0.9,6.9,-5.3,-0.5,-1.8,17.7,-1.5
O=C(c1cccnc1)N1CCN(C(=O)c2ccco2)CC1,2.2,.,1.6,0.5,22.0,-4.0,3.7,-1.2,-19.1,-1.1
C=CCN(c1ccc(Cl)cc1)S(=O)(=O)c1cccc(C(=O)O)c1,-14.0,-0.9,21.7,0.9,-4.0,2.5,-0.5,1.2,-4.4,-0.8
O=C(CNC(=O)c1ccc(Br)o1)OCc1ccc(Br)cc1,-12.0,-0.1,19.0,1.4,.,4.0,i,.,6.0,0.2
CCOC(=O)Cc1csc(SCn2nnc3ccccc3c2=O)n1,4.2,.,-4.1,-0.2,10.0,-5.6,-3.1,6.2,3.0,0.8
Cc1cc(C)n(C(=O)c2cc([N+](=O)[O-])cc([N+](=O)[O-])c2)n1,7.7,2.1,5.0,-1.5,-22.4,-0.2,i,-1.8,2.9,?

# This is a subset; the hit share may differ from the screen's.
